# Screens: PubChem BioAssay, National Center for Advancing Translational Sciences (NCATS)
# Hsp90 Hop PPI: changes Hsp90-Hop TPR2A binding signal, up or down; AlphaScreen TPR2A-His6 binding biotin-Hsp90 C-terminal peptide; Potency, µM (top dose mostly 57 µM), inactives show at the highest dose activity change, negative = inhibition; hit rate 0.44% among 71,000; active = well fitted curve in either direction with a large enough effect; inconclusive = small, poorly fitted or top-dose-only effect, or another doubt; note: potency is the fitted concentration of half-maximal effect; % is set by controls: 0 for no effect and ±100 for the full control effect; many of its hits are not listed in these tables
# 4MU fluor: compounds fluorescent in 4-MU spectral region | compound autofluorescence, 340/450 nm, 4-MU equivalents; stronger effect = higher value | max dye-equivalent concentration, M | hit rate 11% among 59,000; in the data active = max dye-equivalent concentration above about 10 nM; inconclusive = mostly about 1.1 nM to 9.6 nM
#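 Intrinsic fluorescence at 340/450 nm (ex/em) was read after 15 min at room temperature in pH 8.0, 100 mM Tris. Each compound concentration expressed as 4-MU-equivalent concentration from a six-point 4-MU standard series on each plate.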
# Fluorescein fluor: compound fluoresces in the fluorescein spectral region; hit rate 0.91% among 59,000; max fluorescein-equivalent concentration, M; Compound autofluorescence, 480/540 nm, fluorescein-equivalent; stronger effect = higher value; AID 593; in the data active = max fluorescein-equivalent concentration above about 10 nM; inconclusive = between about 1.1 nM and that limit
#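 Read-out is intrinsic compound fluorescence at 480/540 nm (excitation/emission), expressed as dye-equivalent concentration using a fluorescein standard series run on every plate. Compounds sat 15 min at room temperature in 100 mM Tris, pH 8.0.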
# GFP derepression: derepresses silenced GFP locus in mouse C127i cells. mouse C127i GFP locus derepression, cytometry, 30 h. AID 597. hit rate 0.09% among 68,000. Potency, µM (highest dose often 46.1 µM), for inactives: top-dose GFP derepression (activation); note: % of control where 0% means no effect
#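 Locus derepression in mouse mammary C127i cells whose integrated CMV-GFP reporter is normally silent; GFP expression after 30 h compound treatment was quantified by counting fluorescent cells.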
# Pol III holo inh: inhibitors of bacterial DNA polymerase III holoenzyme. hit rate 0.25% among 71,000. AID 603. reconstituted DNA polymerase III holoenzyme replication, biochemical. Potency, µM (doses to about 57.1 µM), for the others: top-dose activity change, negative = inhibition; note: potency is the fitted concentration of half-maximal effect; % is set by controls: 0 for no effect and ±100 for the full control effect
#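 Reconstituted *E. coli* holoenzyme (0.35 nM Pol III, 1 nM beta, 154 nM SSB, 2 nM primase) was preincubated with compound for 15 min at RT. Synthesis on 1.4 nM ssM13Gori ran 35 min, then was stopped with PicoGreen/EDTA and read as dsDNA fluorescence.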
# HBB splice mod: hemoglobin beta splicing modulation | HBB splicing reporter cell assay, activation; EGFP reporter with mutant IVS2-654 intron; response scale: normalised to 500 nM splice-correcting PNA | hit rate 0.06% among 65,000 | Potency, µM (top dose mostly 46.1 µM), inactives show at the top dose activation, usual class: activators | AID 925; note: potency is the fitted concentration of half-maximal effect; 0% is about no effect
#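 Compounds were applied for 2 days to HeLa EGFP-654 cells, 500/well in Optimem with 2% FCS. The reporter's EGFP is disrupted by mis-splicing of beta-globin intron IVS2-654. Readout: summed well GFP fluorescence from 488 nm laser scanning; reference was 500 nM antisense […] 654 PNA.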
# HADH2 inhib: blocks human hydroxyacyl-CoA dehydrogenase type II. recombinant HADH2, NADH fluorescence, beta-hydroxybutyryl-CoA. Potency, µM (top dose mostly 57.1 µM), inactives show top-dose activity change, negative = inhibition, hits mostly inhibitors. hit rate 3.4% among 73,000. AID 886; note: potency is the fitted concentration of half-maximal effect; % is set by controls: 0 for no effect and ±100 for the full control effect; nearly all actives have a fitted effect of over 60% in size; many of its hits are not listed in these tables
# Target sequence (Q99714 whole entry, looked up, one chain of several): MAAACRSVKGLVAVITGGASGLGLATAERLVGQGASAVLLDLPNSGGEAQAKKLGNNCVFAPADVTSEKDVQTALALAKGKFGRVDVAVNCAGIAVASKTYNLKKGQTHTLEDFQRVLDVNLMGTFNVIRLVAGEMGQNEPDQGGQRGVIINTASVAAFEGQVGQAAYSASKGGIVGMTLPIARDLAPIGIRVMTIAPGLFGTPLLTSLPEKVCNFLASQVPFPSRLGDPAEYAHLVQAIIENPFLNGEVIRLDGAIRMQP
#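 20 nM HADH2 + cpd, 15 min RT; add 1 mM NAD+/90 uM beta-hydroxybutyryl-CoA; kinetic fluorescence 360/450 nm, 4 min. Tris-HCl pH 9.0, 0.01% Tween-20.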
# 15-hLO inh: blocks human 15-lipoxygenase activity; AID 887; Potency, µM (top dose mostly 57.1 µM), inactives show top-dose activity change, negative = inhibition, actives largely listed as inhibitors; purified 15hLO-1, xylenol orange hydroperoxide absorbance; hit rate 1.4% among 74,000; P16050; note: potency is the fitted concentration of half-maximal effect; % is set by controls: 0 for no effect and ±100 for the full control effect; nearly all actives have a fitted effect of over 55% in size
# Target sequence (P16050 whole entry, looked up): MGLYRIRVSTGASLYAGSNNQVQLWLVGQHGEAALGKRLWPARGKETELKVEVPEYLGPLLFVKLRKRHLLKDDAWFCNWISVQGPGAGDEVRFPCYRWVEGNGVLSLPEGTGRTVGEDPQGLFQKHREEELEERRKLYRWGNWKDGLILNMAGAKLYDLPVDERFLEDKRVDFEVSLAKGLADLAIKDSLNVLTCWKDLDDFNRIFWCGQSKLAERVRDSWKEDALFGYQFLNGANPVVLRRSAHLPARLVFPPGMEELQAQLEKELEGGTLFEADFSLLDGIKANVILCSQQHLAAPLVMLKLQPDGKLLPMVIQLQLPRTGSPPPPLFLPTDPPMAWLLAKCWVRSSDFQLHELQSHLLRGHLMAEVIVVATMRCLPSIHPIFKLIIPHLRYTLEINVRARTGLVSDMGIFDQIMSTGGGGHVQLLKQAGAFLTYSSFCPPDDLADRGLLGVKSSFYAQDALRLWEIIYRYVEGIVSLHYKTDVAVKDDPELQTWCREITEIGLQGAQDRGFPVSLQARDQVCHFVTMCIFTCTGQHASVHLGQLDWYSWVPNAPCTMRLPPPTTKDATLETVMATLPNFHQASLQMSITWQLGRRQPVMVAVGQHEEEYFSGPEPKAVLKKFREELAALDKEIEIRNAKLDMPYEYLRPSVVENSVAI
#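 Readout: Fe(III)-xylenol orange absorbance, 573-to-405 nm ratio as reaction progress. Enzyme 40 nM purified human 15hLO-1, substrate 50 uM arachidonic acid, 6 min RT after 15 min compound preincubation; Hepes pH 7.5 buffer with Triton X-100.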
# UbGFP stabilizer: ubiquitin-GFP accumulation via proteasome inhibition; 67,000 tested, under 10 active; Potency, µM (series often up to 45.9 µM), for the others: at the highest dose activation (GFP accumulation), hits mostly activators; Ubiquitin-GFP reporter cells, proteasome inhibition, GFP fluorescence; response scale: untreated = 0%, 10 µM MG-132 = 100%; AID 526; active = well fitted activation curve with a large enough effect, not every such curve was filed as active; inconclusive = small, poorly fitted or top-dose-only effect, or another doubt; inactive = no such curve, though single readings can be large or run the other way; note: potency is the fitted concentration of half-maximal effect
#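 U2OS Ub(G76V)-GFP reporter; O/N plating, 0.5% FBS; cpd 46 uM–2.9 nM, 4 h, 37 °C; GFP+ cell count, 488/515 nm; norm. to basal vs 10 uM MG-132; CRC fit.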
# Rhodamine autofl: compound fluoresces in the rhodamine spectral region. hit rate 0.05% among 59,000. Rhodamine-region fluorescence, 547/598 nm, Tris buffer; stronger effect = higher value. max dye-equivalent concentration, M; in the data active = max dye-equivalent concentration above about 11 nM; inconclusive = between about 1.1 nM and that limit
#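 Compound fluorescence in 100 mM Tris, pH 8.0, read after 15 min at room temperature with 547 nm excitation and 598 nm emission. Output is dye-equivalent concentration from an on-plate rhodamine standard series.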
# Texas Red fluor: compound fluoresces in the Texas Red spectral region; Compound fluorescence, Texas Red channel, 547/618 nm; stronger effect = higher value; max dye-equivalent concentration, M; hit rate 0.06% among 59,000; AID 587; in the data active = max dye-equivalent concentration above about 10 nM; inconclusive = between about 1.1 nM and that limit
#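 Pin-transferred compounds and Texas Red standards go into 100 mM Tris buffer, pH 8.0. After 15 min at room temperature, plates are imaged with 547/618 nm filters. Each value is a dye-equivalent concentration derived from the per-plate dye curve.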
# Numbers without * were called inactive; i = inactive; ? = inconclusive; nt = not tested or not shown; & = joins results of further samples; [ ] = remark or other dose. Unless noted, calls come from the whole dose curve; as a rule, active = well fitted curve in the direction sought with a large enough effect; inconclusive = small, poorly fitted or top-dose-only effect, or another doubt; inactive = no such curve, though single readings can be large; an effect the other way counts as inactive or inconclusive.
SMILES,Hsp90 Hop PPI,4MU fluor,Fluorescein fluor,GFP derepression,Pol III holo inh,HBB splice mod,HADH2 inhib,15-hLO inh,UbGFP stabilizer,Rhodamine autofl,Texas Red fluor
O=C1CCC(C(=O)NCCCn2ccnc2)N1 (stereo unspecified),?,i,?,1%,-4%,nt,3%,14%,-3%,i,i
CSc1ncccc1C(=O)OCc1ccccc1F,?,i,?,0%,-4%,-1.0%,0%,-13%,1%,i,?
CCCn1c(SCC(=O)Nc2cccc(C)n2)nnc1-c1ccco1,-3%,i,?,5%,0%,-1.7%,0%,-4%,8%,i,i
CC(=O)c1c(OC(=O)c2ccco2)c2ccccc2n1C,-3%,nt,nt,0%,-3%,-0.8%[9.22 µM],-11%,25µM*,6%,nt,nt
O=C(Cc1ccc(Cl)c(Cl)c1)OCC(=O)c1ccc[nH]1,2%,i,i,1%,?,-0.3%[57.5 µM],9%,?,-1%,i,i
Cc1cc(C(=O)CN2C(=O)NC(c3ccccc3)(c3ccccc3)C2=O)c(C)n1Cc1ccco1,-17%,i,i,0%,-9%,-0.3%[57.5 µM],10%,15%,-1%,i,i
O=C(O)C1(Nc2ccc(Cl)cc2)CCCC1,2%[11 µM],i,?,0%[9.22 µM],-10%[11.4 µM],4.9%[9.22 µM],5%[11.4 µM],1%[11.4 µM],1%[9.17 µM],i,i
CC(=O)c1cnc(Nc2nc(C)c3cc(C)ccc3n2)nc1C,-1%,i,i,0%,-1%,0.3%,-6%,-4%,1%,i,i
Cc1csc(NC(=O)CN2CCCCCC2)n1,?,i,i,-2%,6%,nt,-1%,?,-2%,i,i
Cc1[nH]c(=O)[nH]c(=O)c1S(=O)(=O)N1CCC(C(=O)N2CCN(Cc3ccccc3)CC2)CC1,-2%,i,i,2%,-2%,-0.5%,9%,-10%,-7%,i,i
COc1cc(NC(=O)CN2C(=O)c3ccccc3S2(=O)=O)c(OC)cc1Cl,-3%,i,?,2%,0%,-2.1%,-2%,1%,5%,i,i
Cc1cc(C)cc(NC(=O)N2CCC(NC(=O)c3ccc(F)cc3)CC2)c1,1%,i,i,-3%,-10%,nt,20%,2%,0%,i,i
O=C(NCc1cccs1)C1CCN(c2nccs2)CC1,-1%,i,i,0%,-2%,-0.5%[57.5 µM],-12%,2%,7%,i,i
CC(C)c1cc(C(=O)NCc2ccco2)no1,-6%,nt,nt,0%,-2%,0.2%,1%,-7%,-3%,nt,nt
Cc1cnc(CNc2cc(-c3ccc(C(=O)N(C)C)cc3)ncn2)cn1,-10%,i,?,6%[9.22 µM],-3%,0.8%,?,?,-3%,i,i
CCOC(=O)N1CCN(C(=O)CSCc2nc(-c3ccccc3F)oc2C)CC1,-6%,i,i,-3%,-1%,-1.3%,-20%,8%,-11%,i,i
Cc1sc2ncnc(SCC#N)c2c1C,-2%,i,i,2%,-6%,-0.1%[57.5 µM],?,-17%,-5%,i,i
CC(C)=CCC(C)(C)C1OCCN1C(=O)Nc1ccccc1 (stereo unspecified),-1%,i,i,-2%,-4%,nt,5%,-9%,17%,i,i
COc1ccccc1C(=O)NCC(=O)n1nc(C)cc1C,nt,i,i,8%[20.6 µM],nt,nt,nt,nt,nt,i,i
CCCCCCN(C(=O)CCCCCN1C(=O)NC(c2ccc(-c3ccccc3)cc2)C(C(=O)OCc2ccccc2)=C1C)C(C(=O)NCCCC)c1ccccc1 (stereo unspecified),-7%,nt,nt,nt,0%,-1.2%,-4%,?,nt,nt,nt
CS(=O)(=O)N(CC(=O)Nc1cccc(F)c1)Cc1ccccc1,-5%,?,?,-2%,-2%,5.6%,?,4%,-2%,i,i
CCOC(=O)c1ccc(N2C(=O)CC(C3CCCO3)C2=O)cc1 (stereo unspecified),-3%,nt,nt,0%,1%,-5.5%,-7%,30%,-11%,nt,nt
Cc1ccc(-c2nc(CS(=O)(=O)CC(=O)N3CCc4ccccc4C3)c(C)o2)cc1,-6%,nt,nt,2%,-3%,-1.4%,-19%,-19%,6%,nt,nt
CCC[C@@H]1C[C@@H](C(=O)N[C@H]([C@@H](C)O)[C@H]2O[C@H](SC)[C@H](O)[C@@H](O)C2O)N(C)C1 (stereo partly specified),nt,i,?,13%[20.6 µM],nt,nt,nt,nt,nt,i,i
Cc1ccc(S(=O)(=O)Cn2nnnc2C(CC(C)C)N2CCN(c3ccc(F)cc3)CC2)cc1 (stereo unspecified),-5%,i,?,-1%,-5%,0.1%,10%,-4%,-2%,i,i
O=S(=O)(c1ccc2c(c1)OCCO2)N1CCN(c2nc3ccccc3s2)CC1,1%,i,i,-3%,0%,nt,3%,-11%,1%,i,i
COC(=O)CNc1nc(-c2ccncc2)nc2ccccc12,-1%,i,i,-3%,-1%,-1.4%,7%,2%,0%,i,i
COc1ncc2nc(-c3ccc(Cl)cc3)c(=O)n(Cc3cccs3)c2n1,-4%,1.5e-08M*,?,-2%[9.22 µM],-7%,-0.3%,7%,-17%,-7%,i,i
C[C@@H]1C=C[C@](Cc2ccccc2)(C(=O)NCCN2CCOCC2)N1C(=O)c1ccccc1,-1%,nt,nt,nt,-8%,-0.2%,-6%,-8%,nt,nt,nt
O=C(CN(C(=O)CCC(=O)Nc1ccccn1)c1ccc2c(c1)OCO2)NCc1ccco1,-20%,i,i,3%,-6%,nt,0%,-3%,2%,i,?
CC(C)n1nnnc1SCC(=O)NCc1ccco1,1%,i,i,0%,-10%,nt,-14%,10%,4%,i,i
O=C(CN1C(=O)CSC1=O)NC1CCCCC1,-3%,i,i,-2%,0%,0.1%,8%,-5%,2%,i,i
COc1cc2c(C(=O)NCc3ccccn3)cn(C)c(=O)c2cc1OC,3%,i,i,1%,-8%,-1.1%,-4%,7%,-3%,i,i
CN=C(N)NCCC[C@H](N)C(=O)O,3%&-4%,?,?,-1%&0%,-2%&-3%,1.5%,4%&-3%,-11%[25.6 µM],-1%&-7%,i,?
COc1ccccc1N1CCN(C(c2cc3ccc(C)cc3[nH]c2=O)c2nnnn2C2CCCC2)CC1 (stereo unspecified),-7%,i,?,-2%,-7%,-4.5%,-3%,133%[activator],2%,i,i
CC(=O)N=c1sc2nc3ccccc3nc2n1N(C(C)=O)C(C)=O,1%,2.5e-07M*,?,1%,-6%,2.8%,32µM*,-15%,1%,i,i
CCN(CC)S(=O)(=O)c1cc(C(=O)Nc2ccccc2C(=O)O)ccc1OC,-4%,i,i,4%,-12%,-0.2%,2%,15%,-5%,i,i
O=C(O)c1cc2cc(Cl)ccc2oc1=O,2%,?,?,-1%,-5%,-1.1%,-9%,7%,3%,i,?
COC(=O)c1c(NC(=O)c2ccco2)sc(C)c1C,8%,4.8e-07M*,?,0%,-6%,-0.2%,?,-7%,-4%,i,i
CCOC(=O)c1cnc2ccccc2c1NCCO,-2%,?,i,-2%,-4%,-0.7%,2%,6%,-2%,i,i
C[N+](C)(N)Cc1csc(-c2ccc(Cl)cc2)n1,-1%[11 µM],i,?,-3%[9.22 µM],-7%[11.4 µM],4.1%[9.22 µM],8%[11.4 µM],-3%[11.4 µM],6%[9.17 µM],i,i
Cc1cc(C)nc(SCC(=O)O)n1,1%,i,?,-4%,-2%,-0.2%[57.5 µM],-1%,6%,-3%,i,i
Cn1c(SCC(=O)Nc2ccccc2)nc(O)cc1=O,-10%[11 µM],nt,nt,0%,-3%[11.4 µM],-2.0%[0.0738 µM],-21%[11.4 µM],1%[11.4 µM],17%[9.17 µM],nt,nt
O=c1[nH]n(-c2ccccn2)c(=O)c2ccccc12,?,i,i,-2%,8%,0.7%,-4%,17%,6%,i,?
CCOC(=O)c1cc(=O)n2nc(-c3ccc(C)cc3)nc2s1,-4%,?,?,0%,-12%,-4.7%,-20%,7%,-1%,i,i
Cn1c(=O)cc(OCCCC(=O)N2CCN(Cc3ccc4c(c3)OCO4)CC2)c2ccccc21,?,i,i,2%,4%,-1.1%,2%,-11%,-6%,i,i
C=CCOc1ccc(C2c3c(oc4ccccc4c3=O)C(=O)N2CCCN2CCOCC2)cc1 (stereo unspecified),-4%,?,i,1%,-2%,7.0%[57.5 µM],-7%,-7%,2%,i,?
CCC1CCCCN1C(=O)N[C@@H](CCSC)C(=O)OC (stereo partly specified),-6%,i,i,0%,-3%,0.4%,14%,3%,3%,i,i
CC(C)CCNC(=O)CN(Cc1ccc2c(c1)OCO2)C(=O)Cn1nnc(-c2cccs2)n1,-1%,i,?,0%,-4%,5.9%,28%,-8%,-1%,i,i

# A portion of the library. The share of hits here may be higher or lower than overall.
